# Assay outcomes deposited in PubChem by several laboratories.
# MrgX1 agonist = agonists of human MrgX1 receptor. Q96LB2. MrgX1-HEK293 cells, Fluo-4 calcium fluorescence, agonist mode; hits give high values. B-score at 10 µM. hit rate 0.44% among 310,000;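 active = calcium response B-score plate-corrected fluorescence ratio at least 3 library SD, with starting fluorescence B-score inside 5 SD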
#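 Material – MrgX1-expressing HEK293 cells · Input – 15,000 cells seeded per well · Dosing – compound as first of three additions · Times – overnight seeding, then 1 h dark dye loading · Measured by – kinetic Fluo-4 NW fluorescence of intracellular calcium · Read-out – B-scored fluorescence response ratio · Benchmarks – positive and negative control wells on each plate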
# PolyA inh = yeast polyadenylation inhibition; calls only at 12 µM; S. cerevisiae SKY197-pL101 polyadenylation reporter, beta-gal luminescence; efflux-impaired pdr1/pdr3 knockout yeast; score 100 = 6 SD above DMSO; hit rate 0.02% among 300,000;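 active = lowest replicate activity score at least 50, where 100 means six control SD above control mean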;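 also: yeast exposed to compound for 9 h at 30 °C; higher score means more reporter readthrough which indicates perturbed polyadenylation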
# TRPC4 act = opens the mouse TRPC4 cation channel; AID 2237; HEK293 TRPC4beta/mu-opioid, Fluo4 calcium fluorescence; hits give high values; B-score at 10 µM; Q9QUQ5; hit rate 0.49% among 310,000;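 active = B-score above 5 SD of library B-scores, and initial fluorescence ratio not above library mean plus 5 SD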;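 also: positive B-score marks a calcium rise read as TRPC4 activation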
#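 system = HEK293 cells stably co-expressing mouse TRPC4beta and mu-opioid receptor | schedule = Fluo4 dye loading 45 min at room temperature, 110 s recording | measure = B-scored integrated calcium fluorescence ratio | signal = Fluo4 calcium-sensitive dye fluorescence, kinetic, 1 Hz baseline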
# MrgX1 PAM = human MrgX1 positive allosteric modulation, primary screen | B-score at 10 µM | MrgX1-HEK293, Fluo-4 calcium flux, FDSS; hits give high values | hit rate 0.63% among 310,000 | AID 588675;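 active = plate-corrected calcium response at least 3 library SD above typical, normal starting fluorescence, not activating the receptor alone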;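 also: compound read alongside a low EC10 to EC30 dose of BAM8-22 agonist; peak minus trough fluorescence over baseline measured at the second addition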
# TRPC4 inh = blocks the mouse TRPC4 cation channel; Q9QUQ5; HEK293 TRPC4beta/mu-opioid, DAMGO-evoked Fluo4 calcium flux; hits give low values; B-score at 10 µM; hit rate 0.39% among 300,000; AID 2247;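 active = B-score over 3 SD under the library average, no early fluorescence shift, positive overall ratio signal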
#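 Assay system: TRPC4beta/mu-opioid receptor HEK293 cell line; compound dosing: single concentration per test compound; detection: Fluo4 Ca2+ flux fluorescence; evaluation: per-well B score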
# TRPC6 inh = inhibitors of mouse TRPC6 channel | HEK293-TRPC6, membrane potential dye, ACh-evoked depolarization; hits give low values | B-score at 10 µM | hit rate 1.1% among 310,000;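 active = B-score under library mean minus 3 SD, initial fluorescence not abnormally high, positive integrated signal ratio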;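 also: B-score derived from integrated fluorescence ratio over the kinetic read; more negative B-score means stronger inhibition of depolarization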
# Target sequence (Q61143 whole entry, looked up): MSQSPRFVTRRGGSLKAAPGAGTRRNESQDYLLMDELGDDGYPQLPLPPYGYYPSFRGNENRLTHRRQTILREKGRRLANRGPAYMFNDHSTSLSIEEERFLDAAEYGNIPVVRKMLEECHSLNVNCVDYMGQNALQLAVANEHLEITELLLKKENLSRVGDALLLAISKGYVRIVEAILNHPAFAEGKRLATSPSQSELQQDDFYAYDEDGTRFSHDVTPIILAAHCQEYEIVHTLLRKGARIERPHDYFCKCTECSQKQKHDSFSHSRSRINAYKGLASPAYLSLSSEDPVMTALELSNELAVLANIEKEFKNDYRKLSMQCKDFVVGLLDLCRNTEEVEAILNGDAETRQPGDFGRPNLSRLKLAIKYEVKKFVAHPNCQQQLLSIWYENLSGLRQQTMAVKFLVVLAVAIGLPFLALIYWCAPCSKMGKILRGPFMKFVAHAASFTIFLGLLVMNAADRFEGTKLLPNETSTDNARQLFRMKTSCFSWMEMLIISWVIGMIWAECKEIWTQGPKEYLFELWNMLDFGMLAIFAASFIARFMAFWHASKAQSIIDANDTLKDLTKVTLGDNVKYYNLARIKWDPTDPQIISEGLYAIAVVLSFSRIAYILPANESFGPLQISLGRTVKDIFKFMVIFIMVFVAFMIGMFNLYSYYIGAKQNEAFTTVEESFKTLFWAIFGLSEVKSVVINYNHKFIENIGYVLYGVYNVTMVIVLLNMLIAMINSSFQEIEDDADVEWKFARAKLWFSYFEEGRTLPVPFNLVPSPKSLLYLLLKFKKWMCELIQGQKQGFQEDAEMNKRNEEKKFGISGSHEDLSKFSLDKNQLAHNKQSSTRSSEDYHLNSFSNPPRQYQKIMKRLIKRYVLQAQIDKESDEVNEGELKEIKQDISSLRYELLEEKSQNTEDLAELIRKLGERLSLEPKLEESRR
# MrgX1 antagonist = blocks BAM8-22 activation of human MrgX1 receptor | AID 588676 | Q96LB2 | B-score at 10 µM | MRGX1-HEK293 calcium flux, Fluo-4, BAM8-22 antagonism; hits give low values | hit rate 1.3% among 310,000;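 active = calcium-response B-score plate-corrected more than 3 library SD below zero, starting fluorescence within 5 deviations, no agonist response on first addition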;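 also: peak minus trough fluorescence over baseline after final BAM8-22 challenge near maximal dose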
# TRPC6 activator = activators of mouse TRPC6 channel; hit rate 0.13% among 310,000; Q61143; B-score at 10 µM; HEK293-TRPC6 membrane potential dye fluorescence; hits give high values;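 active = B-score of the integrated fluorescence ratio above library mean plus 3 SD, and starting fluorescence ratio within library mean plus 5 SD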;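 also: higher score means more depolarization so channel activation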
# HIF activator = HIF pathway transcriptional activation; activation, % at 7.5 µM (by protocol); AID 1910; hit rate 0.32% among 300,000; U2OS HRE-luciferase reporter, luminescence; normalized: DMSO 0%, desferrioxamine 100%;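 active = mean activation of at least 10% of the iron chelator positive control signal, with at least half of replicates also reaching 10%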
# TRPC4 PAM = TRPC4 (mouse) allosteric potentiation; Q9QUQ5; B-score at 10 µM; HEK293 TRPC4beta/mu-opioid, DAMGO EC20, Fluo-4 Ca2+ flux; hits give high values; hit rate 0.42% among 310,000;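 active = B-score of calcium response area above 5 SD of library B-scores, with initial fluorescence ratio within 5 SD of library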;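 also: B-score of integrated fluorescence ratio over time as area under calcium response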
# AI-2 QS mod = modulates the Vibrio harveyi AI-2 quorum sensing system. Vibrio harveyi JMH597 AI-2 luminescence/OD600 ratio, 9 h; hits give low values; strain lacks LuxN and CqsS sensors; 0 = neutral-control median. activity change, % at 7.5 µM. hit rate 0.4% among 300,000. AID 2094; in the data active = activity change below about -75%, passing the limit was not always enough;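 also: luminescence divided by OD600 gain over 9 h not by final OD600 alone; inactives centre near 13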
# Numbers without * were called inactive; i = inactive; . = not tested or not shown. The list is partial; count on the stated rates, not on these rows.
item	Molecule	MrgX1 agonist	PolyA inh	TRPC4 act	MrgX1 PAM	TRPC4 inh	TRPC6 inh	MrgX1 antagonist	TRPC6 activator	HIF activator	TRPC4 PAM	AI-2 QS mod
1	CC1CCc2c(sc(NC(=O)c3nc4ncccn4n3)c2C#N)C1 (stereo unspecified)	i	.	i	i	i	i	i	i	0.0	i	32
2	Nc1nnc(SCC(=O)Nc2cccc3ccccc23)s1	i	i	i	i	i	i	i	i	0.0	i	20
3	Cc1c(Cl)cccc1NC(=O)C(=O)NNC(=O)c1ccccc1F	i	i	i	i	i	i	i	i	0.8	i	22
4	Cc1ccc(-c2cn3nc(C)c(C)nc3n2)cc1	i	i	i	i	i	i	i	i	-5.0	i	12
5	CCOC(=O)c1ccccc1NC(=O)C=C(C)C	i	i	i	i	i	i	i	i	-1.4	i	20
6	CC1(C)CC(=O)C2=C(C1)OC(N)=C(C#N)C2c1cn(-c2ccccc2)nc1-c1ccc(F)cc1 (stereo unspecified)	i	i	i	i	i	i	i	i	0.5	i	18
7	O=C(c1ccc(S(=O)(=O)N2CCCCC2)cc1)N1CCN(c2ccccc2)CC1	i	i	i	i	i	i	i	i	-0.2	i	-2
8	O=c1c2[nH]c3ccccc3c2ncn1CCN1CCCCC1	i	i	i	i	i	i	i	i	1.4	i	11
9	COc1ccccc1Cn1c(CO)nc2ccccc21	i	i	i	i	i	i	i	i	-0.6	i	33
10	CCCCN(C(=O)C1CCCO1)c1c(N)n(CC(C)C)c(=O)[nH]c1=O (stereo unspecified)	i	.	i	i	i	i	i	i	-0.5	i	19
11	Cc1ccc(NC(=O)/C(=C\c2ccc([N+](=O)[O-])cc2)NC(=O)c2ccccc2)cc1	i	i	i	i	i	i	i	i	-23	i	39
12	CC1C(=O)OC(c2ccc(Cl)cc2)C(C)(C)C1=O (stereo unspecified)	i	i	i	i	i	i	i	i	-0.3	i	16
13	Cc1ccc(NC(=O)Cc2ccc([N+](=O)[O-])cc2)c(Br)c1	i	i	i	i	i	i	i	i	-0.5	i	15
14	CC(=O)c1cn(C2OC(CO)C3OC(C)(C)OC32)c(=O)n(C)c1=O (stereo unspecified)	i	i	i	i	i	i	i	i	-0.3	i	25
15	CCOC(=O)C(=O)Nc1nnc(SCc2ccc(F)cc2)s1	i	i	i	i	i	i	i	i	0.0	i	17
16	O=C(NNc1cc(C(F)(F)F)nc2ccccc12)Nc1cccc(Cl)c1	i	i	i	i	i	i	i	i	-0.4	i	14

# Pulled one by one from the list above (2):
item	Molecule	MrgX1 agonist	PolyA inh	TRPC4 act	MrgX1 PAM	TRPC4 inh	TRPC6 inh	MrgX1 antagonist	TRPC6 activator	HIF activator	TRPC4 PAM	AI-2 QS mod
2	Nc1nnc(SCC(=O)Nc2cccc3ccccc23)s1	i	i	i	i	i	i	i	i	0.0	i	20
16	O=C(NNc1cc(C(F)(F)F)nc2ccccc12)Nc1cccc(Cl)c1	i	i	i	i	i	i	i	i	-0.4	i	14

# Remaining list, next part:
item	Molecule	MrgX1 agonist	PolyA inh	TRPC4 act	MrgX1 PAM	TRPC4 inh	TRPC6 inh	MrgX1 antagonist	TRPC6 activator	HIF activator	TRPC4 PAM	AI-2 QS mod
17	Cc1cc(C)c2c(N=NN3CCCCC3)[nH]nc2n1	i	i	i	i	i	i	i	i	3.2	i	6
18	C/C(=N\Nc1nc(N2CCCCCC2)nc(N2CCCCCC2)n1)c1ccccc1	i	i	i	i	i	i	i	i	0.1	i	1
19	CCN(C(=O)COc1cccc2cccnc12)C1CCS(=O)(=O)C1 (stereo unspecified)	i	i	i	i	i	i	i	i	-0.4	i	8
20	NS(=O)(=O)c1ccc(N/N=C/c2cn(-c3ccccc3)nc2-c2ccccc2)c([N+](=O)[O-])c1	i	i	i	i	i	i	i	i	-0.2	i	13
21	C1CCN=C(Nc2nn[nH]n2)CC1	i	i	i	i	i	i	i	i	0.0	i	11
22	Cc1ccc(NC(=O)COc2ccc(N3CC(C(N)=O)CC3=O)cc2)c(C)c1 (stereo unspecified)	i	i	i	i	i	i	i	i	-0.1	i	18
23	O=C(CS(=O)CC(=O)N(c1ccccc1)C(C(=O)NC1CCCCC1)c1ccco1)Nc1ccc(F)cc1 (stereo unspecified)	i	i	i	i	i	i	i	i	-0.1	i	6
24	COc1cc(-c2c(C#N)c(N)nc3[nH]c(=S)[nH]c(=O)c23)ccc1O	i	i	i	i	i	i	i	i	-1.2	i	7
25	CCC(C)(C)NC(=O)C(C(C)C)N(CC1CCCO1)C(=O)CNS(=O)(=O)c1ccc(F)cc1 (stereo unspecified)	i	i	i	i	i	i	i	i	-0.1	i	19
26	CC(C)Sc1nnc(CNC(=O)C23CC4CC(CC(C4)C2)C3)n1Cc1ccccc1	i	i	i	i	i	i	i	i	-0.1	i	24
27	O=C(COC(=O)CNC(=O)c1ccc(Cl)cc1Cl)NC(=O)NC1CCCCC1	i	i	i	i	i	i	i	i	1.8	i	12
28	Cc1ccc(S(=O)(=O)N2CCC(=O)N(C(COCc3cccc(C)c3)Cc3ccccc3)CC2)cc1 (stereo unspecified)	i	i	i	i	i	i	i	i	-0.6	i	0
29	COc1ccc(S(=O)(=O)N2CCN(C(=O)N(C)C)C2C)cc1 (stereo unspecified)	i	i	i	i	i	i	i	i	0.2	i	10
30	S=C(NCCc1ccccc1)Nc1ccccn1	i	i	i	i	i	i	i	i	1.6	i	8
31	CC(C)Nc1nc(-c2cccnc2)nc(-c2ccc(Cl)cc2)c1C#N	i	i	i	i	i	i	i	i	1.0	i	8
32	CC(C(=O)NC(C)(C)C)N(C(=O)CS(=O)CC(=O)Nc1ccc(F)cc1)c1ccccc1F (stereo unspecified)	i	i	i	i	i	i	i	i	-1.8	i	2
33	Cc1ccc(-c2nnc(NCc3nc4ccccc4[nH]3)c3ccccc23)cc1S(=O)(=O)N(C)C	i	i	i	i	i	i	i	i	-0.5	i	20
34	Clc1cc2c(nn1)Nc1ccccc1S2	i	i	i	i	i	i	i	i	0.2	i	15
35	CCOC(=O)c1[nH]c(C)c(C(=O)OCC(=O)Nc2sc3c(c2C#N)CCCCC3)c1C	i	i	i	i	i	i	i	i	0.0	i	21
36	Cc1nc(-c2ccccc2)[nH]c(=O)c1Oc1ccc(Cl)cc1Cl	i	i	i	i	i	i	i	i	-0.2	i	10
37	O=S(=O)(NC1CCCCC1Oc1ccccc1)c1ccccc1 (stereo unspecified)	i	i	i	i	i	i	i	i	1.1	i	20
38	COc1ccc(C(=O)Oc2c(CN3CCOCC3)cc(Cl)c3cccnc23)cc1	i	i	i	i	i	i	i	i	-6.3	i	0
39	O=C(CCN1C(=O)/C(=C/c2ccccc2)SC1=S)NNC(=O)c1ccncc1	i	i	i	i	i	i	i	i	-0.7	i	39
40	Cc1ccc(NC(=O)NCCN2CCCCC2)cc1	i	i	i	i	i	i	i	i	0.2	i	15
41	COc1ccccc1/C=C/C(=O)NCC(=O)N/N=C/c1ccc(C(=O)O)cc1	i	i	i	i	i	i	i	i	-1.1	i	15
42	CCOc1cc(C(=O)Nc2ccc(C)cc2O)ccc1OCC(=O)N1CCOCC1	i	i	i	i	i	i	i	i	0.8	i	9
43	O=C(CSCc1ccc(Br)cc1)N=Nc1c(O)[nH]c2ccccc12	i	i	i	i	i	i	i	i	-0.1	i	7
44	COc1ccc(NC(=O)c2ccc3c(c2)C(=O)N(CC2CCCO2)C3=O)cc1O (stereo unspecified)	i	i	i	i	i	i	i	i	0.0	i	15
45	Cc1cc(NC(=O)c2c(C)noc2C)no1	i	i	i	i	i	i	i	i	0.5	i	8
46	O=S(=O)(CCc1nc2ccccc2s1)c1ccc(Cl)cc1	i	i	i	i	i	i	i	i	-0.3	i	11
47	COc1ccc(C(O)c2nccc3cc(OC)c(OC)cc23)cc1OC (stereo unspecified)	i	i	i	9.5*	i	i	i	i	0.4	i	15
48	CCn1cc(C(=O)N(C)c2ccc(OC)cc2)c2cc(OC)c(OC)cc2c1=O	i	i	i	i	i	i	i	i	2.0	i	-7
49	O=C(Nc1ccc(Oc2ccsc2C(=O)O)cc1)c1ccccc1	i	i	i	i	i	i	i	i	-23	i	24
50	Cc1ccc(S(=O)(=O)N2CC(O)CC2C(=O)NCc2ccc3c(c2)OCO3)cc1 (stereo unspecified)	i	i	i	i	i	i	i	i	-0.1	i	-6
51	CN(C)C(=O)c1nnc(Cc2ccc(Cl)cc2)o1	i	i	i	i	i	i	i	i	0.0	i	26
52	CN(C)C(CNC(=O)c1cc(S(=O)(=O)N(C)c2ccccc2)ccc1Cl)c1ccccc1 (stereo unspecified)	i	i	i	i	i	i	i	i	0.4	i	35
53	COc1cccc(OC)c1C(=O)Nc1cccc(C(=O)Nc2cccc(C(=O)O)c2)c1	i	i	i	i	i	i	i	i	-4.5	i	4
54	O=C(Nc1ccc(S(=O)(=O)N2CCOCC2)cc1)c1ccc2c(c1)OCO2	i	i	i	i	i	i	i	i	0.9	i	27
55	CC1CC(C)CN(S(=O)(=O)c2ccc3c(c2)oc(=O)n3CC(=O)N2CCOCC2)C1 (stereo unspecified)	i	i	i	i	i	i	i	i	-0.3	i	4
56	O=C(NN1C(=O)c2ccccc2NC1c1ccco1)c1ccccc1 (stereo unspecified)	i	i	i	i	i	i	i	i	-8.7	i	4
57	Cc1ccc(NC(=O)CN(C)C(=O)c2nn(C)c(=O)c3ccccc23)cc1	i	i	i	i	i	i	i	i	0.4	i	21
58	N#Cc1ccccc1NS(=O)(=O)c1cc2c3c(c1)CCC(=O)N3CCC2	i	i	i	i	i	i	i	i	-0.4	i	6
59	CNc1nc2c(C)cccn2c(=O)c1C=NCc1ccccc1	i	i	i	i	i	i	i	i	-0.1	i	6
60	Cc1c(C(=O)N2CCC(n3nccc3NC(=O)C3CC3)CC2)[nH]c2ccc(Cl)cc12	i	i	i	i	i	i	i	i	0.8	i	19
61	COC(=O)Nc1ccc(S(=O)(=O)NNC(=O)c2c(O)c3ccccc3n(C)c2=O)cc1	i	i	i	i	i	i	i	i	-0.3	i	3
62	Cc1ccccc1Cn1ccc(NC(=O)CCSc2nc(-c3ccco3)cc(C(F)(F)F)n2)n1	i	i	i	i	i	i	i	i	-0.4	i	29
